Bioassay records: PubChem BioAssay, Emory University Molecular Libraries Screening Center
14-3-3g Raf: 14-3-3 gamma protein interaction modulation; P61981; FP, 14-3-3gamma / TMR-pS259-Raf peptide binding; inhibition, % at 40 µM; actives 0.19% (n = 160,000); AID 422; in the data active = inhibition above about 30%;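 also: 0% = protein plus tracer without compound and 100% = blank with tracer alone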
Target sequence (P61981 whole entry, looked up): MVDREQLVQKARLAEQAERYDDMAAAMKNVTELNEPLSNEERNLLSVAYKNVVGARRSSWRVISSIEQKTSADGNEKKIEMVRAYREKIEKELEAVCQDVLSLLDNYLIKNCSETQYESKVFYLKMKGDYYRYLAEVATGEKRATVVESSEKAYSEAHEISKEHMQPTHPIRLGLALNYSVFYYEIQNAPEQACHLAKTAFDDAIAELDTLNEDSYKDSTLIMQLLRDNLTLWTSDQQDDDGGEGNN
* = called active by the depositor; & = joins results of further samples. Some of the compounds tested; the hit share may differ from the screen's.

SMILES	14-3-3g Raf
CCOC(=O)C1=C(C)NC2=C(C(=O)CCC2)C1c1ccc(OCC)cc1 (stereo not drawn)	-2
COc1ccc(Cl)cc1Nc1cc(C)c2cc(C)ccc2n1	-10
O=S(=O)(Nc1nc(CN2CCOCC2)nc2sc3c(c12)CCCC3)c1cc(F)ccc1F	-5
COc1ccccc1S(=O)(=O)Cc1ccc(C(=O)N2CCN(c3ccccn3)CC2)o1	-4
Cc1ccc(Nc2c(-c3cccs3)nc3cnccn23)cc1	3
CCn1cc(C(=O)Nc2ccc(NC(=O)c3ccco3)cc2)c(=O)c2ccc(C)nc21	-2
Cc1nc2c(C(=O)NC(C)C)cnn2c(C)c1Cc1cccc(Cl)c1	-12
NC(=O)c1c(-c2ccccc2)oc2ccc(O)cc12	-1
COc1cccc2cc(C(C)=O)c(=O)oc12	-3&6
CCOC(=O)c1sc2nc(CC(=O)OC)nc(Nc3ccccc3OC)c2c1C	-1
O=C(c1ccc(-c2ccccc2)cc1)N1CCN(c2ncccn2)CC1	-3
COC(=O)c1cc(OC)c(OC)cc1NC(=O)CCCCCN1C(=O)CCC1=O	-5
CC(C)CC(c1nnnn1C(C)(C)C)N1CCN(C2CCCC2)CC1 (stereo not drawn)	-6
Cc1cccc(N2COc3cc4c(cc3C2)OCO4)c1	1
Cc1c(C(=O)OC2CCCC2C)[nH]c2c1C(=O)CC(c1ccccc1)C2 (stereo not drawn)	1
O=C(NC1CCCCCC1)c1cc2c(=O)n3ccccc3nc2s1	-3
COc1ccc(C(=O)N2CCN(C(=O)c3cc(OC)c(OC)c(OC)c3)CC2)cc1OC	7
COc1cccc(NC(=O)c2ccccc2-c2nc(-c3ccc(F)cc3)no2)c1	2
Nc1c(C(=O)NCCc2ccccc2)nnn1-c1ccc(OC(F)(F)F)cc1	-1
O=C(NC1(C(F)(F)F)C(=O)Nc2c1c(=O)[nH]c(=O)n2-c1ccccc1)c1cccnc1 (stereo not drawn)	-5
CC1=NN(C(=O)COc2ccccc2)C(O)(C(F)(F)F)C1 (stereo not drawn)	1
c1csc(-c2nc3nc4ccccc4nc3n2Cc2ccc3c(c2)OCO3)c1	-7
CN1CCN(CC(=O)Nc2sc3c(c2C#N)CCC(C(C)(C)C)C3)CC1 (stereo not drawn)	-8
O=C(c1ccco1)N1CCN(C(c2ccccn2)c2nnnn2C2CCCC2)CC1 (stereo not drawn)	8
CC1(C)Cc2c(c(N3CCOCC3)nc3sc4c(N5CCOCC5)ncnc4c23)CO1	1
CCOc1ccccc1C1C=C(c2ccc(OC)cc2)Nc2nnnn21 (stereo not drawn)	1
Cn1c(=O)oc2cc(S(=O)(=O)NCCC(=O)NC3CCCc4ccccc43)ccc21 (stereo not drawn)	-4
CCn1c(Cc2ccccc2)nnc1SCC(=O)Nc1nc(C)c(C)s1	-10
COc1ccc(-c2noc(-c3ccccc3C(=O)Nc3cccnc3)n2)cc1	1
COc1cccc(CNC(=O)Cn2nc(-c3ccc(C)cc3)ccc2=O)c1	-1
COc1ccc(-n2ncc3c(=O)[nH]cnc32)cc1	-18
COc1ccc(C2C(C(=O)NCc3ccccn3)c3ccccc3C(=O)N2C)cc1 (stereo not drawn)	-7
O=C1C(Cl)=C(Nc2ccc(F)cc2)C(=O)N1c1ccc(Cl)cc1	-4
O=C(CCSc1nnc2scc(-c3ccc(Cl)cc3)n12)Nc1ccc(F)cc1	-4
CCOC(=O)C1=C(C)NC2=C(C(=O)CC(c3ccc(Cl)cc3)C2)C1c1ccc(N(C)C)cc1 (stereo not drawn)	-5
Cc1ccc(CNC(=O)c2sc3nc(C)c(C(=O)Nc4ccc(C)cc4C)c(-c4ccco4)c3c2N)cc1	-3
COc1ccc(OC)c(C2C(C(=O)Nc3cccc(C)n3)=C(C)NC3=C2C(=O)CCC3)c1 (stereo not drawn)	-4
CCc1cc2c(=O)c(-c3nc4ccccc4s3)c(C)oc2cc1OC(C)C(=O)OC (stereo not drawn)	-1
CC(C)Cn1c(CCNC(=O)Cc2ccccc2)nc2ccccc21	-3
Cc1ccccc1N1C(=O)C2C3CCC(C3)C2C1=O (stereo not drawn)	-6
O=C(Oc1ccc(Cl)cc1)c1cc2ccccc2o1	0
O=c1oc2ccccc2n1Cc1cccc(C(F)(F)F)c1	-11
COc1cccc(NC(=O)CSc2nc3c(c(=O)n2Cc2ccccc2)SC(C)C3)c1 (stereo not drawn)	-4
CN1CCN(CCCn2c(=S)[nH]c3cc4ccccc4cc3c2=O)CC1	-15
Cc1ccc(N)cc1CN1CCCC1=O	-5

19 entries from above, set out differently:
14-3-3g Raf,Molecule
-2,CCOC(=O)C1=C(C)NC2=C(C(=O)CCC2)C1c1ccc(OCC)cc1 (stereo not drawn)
-10,COc1ccc(Cl)cc1Nc1cc(C)c2cc(C)ccc2n1
-5,O=S(=O)(Nc1nc(CN2CCOCC2)nc2sc3c(c12)CCCC3)c1cc(F)ccc1F
-4,COc1ccccc1S(=O)(=O)Cc1ccc(C(=O)N2CCN(c3ccccn3)CC2)o1
3,Cc1ccc(Nc2c(-c3cccs3)nc3cnccn23)cc1
-2,CCn1cc(C(=O)Nc2ccc(NC(=O)c3ccco3)cc2)c(=O)c2ccc(C)nc21
-12,Cc1nc2c(C(=O)NC(C)C)cnn2c(C)c1Cc1cccc(Cl)c1
-1,NC(=O)c1c(-c2ccccc2)oc2ccc(O)cc12
-3&6,COc1cccc2cc(C(C)=O)c(=O)oc12
-1,CCOC(=O)c1sc2nc(CC(=O)OC)nc(Nc3ccccc3OC)c2c1C
-3,O=C(c1ccc(-c2ccccc2)cc1)N1CCN(c2ncccn2)CC1
-5,COC(=O)c1cc(OC)c(OC)cc1NC(=O)CCCCCN1C(=O)CCC1=O
-6,CC(C)CC(c1nnnn1C(C)(C)C)N1CCN(C2CCCC2)CC1 (stereo not drawn)
1,Cc1cccc(N2COc3cc4c(cc3C2)OCO4)c1
1,Cc1c(C(=O)OC2CCCC2C)[nH]c2c1C(=O)CC(c1ccccc1)C2 (stereo not drawn)
-3,O=C(NC1CCCCCC1)c1cc2c(=O)n3ccccc3nc2s1
7,COc1ccc(C(=O)N2CCN(C(=O)c3cc(OC)c(OC)c(OC)c3)CC2)cc1OC
2,COc1cccc(NC(=O)c2ccccc2-c2nc(-c3ccc(F)cc3)no2)c1
-1,Nc1c(C(=O)NCCc2ccccc2)nnn1-c1ccc(OC(F)(F)F)cc1

Next part.
SMILES	14-3-3g Raf
Nc1cc(=O)[nH]c(=O)n1CCO	-2
Clc1ccc(NC2=NCCC2)cc1Cl	-3
CC(=O)N1CCCc2cc(S(=O)(=O)N3CCC(C)CC3)ccc21	2
CCOc1ccc(-n2c(COc3ccccc3)nnc2SCC(N)=O)cc1	6
C=CCN1C(=O)c2ccccc2Sc2ccc(C(=O)NCCOC)cc21	-2
COc1cc2nc(SCC(=O)N3CC(C)CC(C)C3)n3nc(-c4ccccc4)nc3c2cc1OC (stereo not drawn)	-2
COc1cc(SC)ccc1C(=O)NCc1ccc(S(N)(=O)=O)cc1	1
COc1cc2[nH]c(=S)n(NC(=O)CC(C)C)c(=O)c2cc1OC	-11
Cc1ccc(Cl)cc1N1C(=O)C2C3CCC(C3)C2C1=O (stereo not drawn)	-8
CC(=O)C1=C(O)C(=O)N(Cc2cccnc2)C1c1cccc(F)c1 (stereo not drawn)	2
N#CCC(=O)N1CCn2c1nc1ccccc12	-4
Cc1c(C(=O)N2CCC(Cc3ccccc3)CC2)oc2ccc(S(=O)(=O)N3CCOCC3)cc12	-3
Cc1ccc(-c2cc(C(F)F)nc(NCc3ccco3)n2)cc1	5
O=C(O)CCCC(=O)Nc1ccc2c(c1)OCCO2	-9
O=C(c1cccc(Cl)c1)N(Cc1cccs1)C1CCS(=O)(=O)C1 (stereo not drawn)	-8
Cc1cc(C)c(NC(=O)c2cc(S(=O)(=O)N3CCc4ccccc4C3)ccc2F)c(C)c1	9
Cc1cc2nc(SC(C)C(=O)O)[nH]c2cc1C (stereo not drawn)	-5
O=C(Cc1ccccc1)Nc1c2c(nc3c1CCC3)CCCC2	3
CCN(Cc1ccccc1)S(=O)(=O)c1cc(Br)cc2c1N(C(C)=O)C(C)C2 (stereo not drawn)	-9
CC(NC(=O)C12CC3CC(CC(C3)C1)C2)C(=O)N1CCOCC1 (stereo not drawn)	4
COc1ccc2ccccc2c1C1NC(=S)NC(C)=C1C(=O)Nc1cc(C)cc(C)c1 (stereo not drawn)	-1
O=C(NCCN1CCOCC1)c1noc2c1CCc1ccccc1-2	-6
Cc1cc(C(=O)NC(C)c2ccccc2)c2ccccc2n1 (stereo not drawn)	-3
O=C(O)c1cc2ncc(Br)cn2n1	-19
O=C(Nc1ccc(C(F)(F)F)cc1)c1cc(S(=O)(=O)NCc2ccc(F)cc2)ccc1F	-4
COCCCNC(=O)CCn1c(=O)c2ccccc2n(CC(=O)Nc2cc(Cl)ccc2C)c1=O	-14
Cc1ccccc1C(=O)Oc1ccc2c(=O)c(Oc3ccccc3Br)coc2c1	-37
CN(C)c1nc(N)nc(CSc2n[nH]c(-c3ccccc3)n2)n1	-4
Cc1ccc(C(=O)Nc2cccc([N+](=O)[O-])c2)o1	-6
CCOc1ccc2c(c1)sc(=NC(=O)c1ccc(S(=O)(=O)N3CCCCC3C)cc1)n2CC (stereo not drawn)	-1
CC(=O)Nc1ccc(C(=O)CSc2nnnn2C(C)C)cc1	-8
Cc1ccc(SCc2[nH]nc3c2C(c2ccc(C)o2)C(C#N)=C(N)O3)cc1 (stereo not drawn)	-9
CCCCN(C)CCNC(=O)c1cc2cc3cc(OC)ccc3nc2s1	-12
O=C(NC(c1ccccc1)c1ccccc1)c1ccccc1Br	-6
COC(=O)c1cc(NCc2ccccc2F)ccc1N1CCOCC1	-5
COc1ccc(NC(=O)Cn2nnc(C(=O)NCc3ccccc3)c2N)cc1Cl	-2
Cc1ccc(/C(O)=C2\C(=O)C(=O)N(CCC(=O)O)C2c2ccccc2)cc1 (stereo not drawn)	-4
CCOc1ccc(N2C(=O)CC(NCc3ccc(Cl)cc3)C2=O)cc1 (stereo not drawn)	-6
CC(=O)Nc1ccc2nc(-c3cccnc3)[nH]c2c1	-6&-6
CN(C)c1ccc(C2/C(=C(\O)c3ccc(F)cc3)C(=O)C(=O)N2CCO)cc1 (stereo not drawn)	-9
CCCCn1c(N)c(N(CCC(C)C)C(=O)COC(=O)c2ccco2)c(=O)[nH]c1=O	3
Cc1cc(C)nc(/N=C2\NC(=O)CC(C(=O)O)N2c2ccc(Oc3ccccc3)cc2)n1 (stereo not drawn)	-5
CN(C)S(=O)(=O)c1ccc(C(=O)N2CC(=O)Nc3ccc(Cl)cc3C2c2ccccc2)cc1 (stereo not drawn)	-6
CC1CCN(c2nnc(N)s2)CC1	-3
CCOC(=O)CNC(=O)CSc1nc2ncc(Br)cc2[nH]1	-2
COc1ccc(N2CCN(c3oc(COc4ccc(Cl)cc4Cl)nc3C#N)CC2)cc1	-11
COc1cccc(NC(=O)C(=O)NCc2ccncc2)c1	-3
c1ccc(Cc2noc(-c3ccccc3)n2)cc1	-7
CCCC1CCC(c2ccc(C(N)=O)cc2)CC1 (stereo not drawn)	-1
O=C(CCCn1c(=O)[nH]c2ccc(Br)cc2c1=O)NCCc1ccccc1	6
CN(c1ccccc1)S(=O)(=O)c1ccc(C(=O)Nc2nc3c(ccc4ccccc43)s2)cc1	-7
COc1ccc(NC(=O)c2ccc3c(=O)n(CCc4ccccc4)c(=S)[nH]c3c2)cc1	-11
O=C(CCCn1c(=O)[nH]c2cc(Cl)ccc2c1=O)NCCCN1CCCC1	-5
COc1ccccc1NC(=O)c1cc(S(=O)(=O)N2CCOCC2)ccc1Cl	-7
COc1ccccc1C(c1nnnn1C(C)(C)C)N1CCCCCC1 (stereo not drawn)	-4
Cc1c(C2C3=C(CC(C)(C)CC3=O)OC3=C2C(=O)CC(C)(C)C3)c(=O)n(C)n1-c1ccccc1	-9
CCOC(=O)c1ccc(N2C(=O)C(O)=C(C(C)=O)C2c2ccccn2)cc1 (stereo not drawn)	-2
Cc1ccc(NC(=O)C2C3C=CC4(O3)C2C(=O)N(Cc2ccc3c(c2)OCO3)C4C(=O)NC2CCCC(C)C2C)cc1Cl (stereo not drawn)	3
CC(=O)c1c(COC(=O)c2ccco2)nc2ccccc2[n+]1[O-]	-9
S=C(c1cccc(OCc2ccccc2)c1)N1CCOCC1	5

(next part)
SMILES	14-3-3g Raf
COc1ccc(CN2C(=O)CCC2(C)C(=O)NC2CCCCCC2)c(OC)c1 (stereo not drawn)	-8
CC1=C(C(=O)OCc2ccccc2)C(c2ccccc2OC(F)F)NC(=O)N1 (stereo not drawn)	-7
CCOC(=O)c1c(CN2CCC(C)CC2)oc2ccc(OC)cc12	-11
CN(C)Cc1c(O)ccc2occ(C(=O)c3cccs3)c12	1
CC1=CC(C)C2(CO)COC(c3ccc(O)cc3)C1C2C (stereo not drawn)	8
Cc1ccc(C)c(C(=O)NCCN(C)C)c1	2
COc1ccc(NC(=O)N(C(C)C)C2CCN(C(C)=O)CC2)c(OC)c1	4
c1ccc2c3c(cc(N4CCOCC4)c2c1)OC1(N2CCCCC2)CCCCC1O3 (stereo not drawn)	-1
c1ccc(-c2ccccc2-c2nc(-c3ccncc3)no2)cc1	-2
CC1CC(C)CN(CCCNC(=O)CSc2cc(=O)n(C)c3cc(Cl)ccc23)C1 (stereo not drawn)	-7
Cc1nn(Cc2ccccc2)c(C)c1[N+](=O)[O-]	-8
Cc1cc(=O)n2[nH]c(-c3ccccc3Cl)cc2n1	1&-3
O=C(O)c1ccc(NC(=O)c2c(C(=O)O)cccc2[N+](=O)[O-])cc1O	-8
Cc1nc(N2CCC(Cc3ccccc3)CC2)c2cc(C)sc2n1	1
CCc1ccccc1Nc1cc(C(=O)NCCCN2CCCC2)c2ccccc2n1	-11
COc1ccc(NC(=O)c2ccc3c(=O)n(-c4ccccc4)c(SCc4nc5ccccc5[nH]4)nc3c2)cc1OC	-25
Cc1ccc(NC(=O)CCNS(=O)(=O)c2cccc3nonc23)cc1Cl	-9
Nc1ccc(Cl)c(NC(=O)c2cccs2)c1	0
Fc1ccccc1CSc1ncnc2sc3c(c12)CCCC3	-21
Oc1ccccc1N=Cc1ccccc1Cl	-18
CN(CCOc1ccccc1)S(=O)(=O)c1ccc2c(c1)oc1ccccc12	3
Cc1cc(C)nc(SCC(=O)OCC(=O)Nc2nc3ccccc3s2)n1	-67
